# High-throughput results deposited in PubChem by several laboratories.
# core dimer inh: HCV core protein dimerization inhibition; TR-FRET GST/Flag-core106 dimerization, 1536-well; inhibition, % at 5 µM; actives 0.33% (n = 300,000);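 active means inhibition above the mean of all tested compounds plus 3 SD, set per screening campaign, cut at about 45% in these data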
#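 Test system: GST/Flag-tagged HCV core106 proteins; Medium: KF-containing HEPES buffer, pH 7.45, DTT, CHAPS, BSA; Times: compound-protein-antibody incubation 4 h at 22.5 °C; Detection: TR-FRET 671 and 617 nm emission; Benchmarks: wells lacking GST-core106 and wells with excess unlabelled core106.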
# GASC-1 inh: inhibitors of human GASC-1 (JMJD2C) demethylase. GST-JMJD2C(1-420) H3K9me3 demethylation, DELFIA europium. actives 0.069% (n = 330,000). Q9H3R0. inhibition, % at 2.35 µM. AID 2099;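 active means more than half of a compound's replicate wells show inhibition beyond 50%, single wells judged on their own value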;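 further: signal counts dimethyl H3K9 product captured on neutravidin plate; 0% = median of DMSO wells and 100% = 0.3 times that DMSO median; strong numbers were not always called active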
# PREPL inh: inhibitors of human prolyl oligopeptidase-like enzyme PREPL; Q4J6C6; recombinant PREPL, fluorescence polarization activity-based probe; inhibition, % at 5.96 µM; actives 0.68% (n = 320,000); AID 2751; in the data active means inhibition above about 43%;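 further: 0% = enzyme with DMSO and 100% = wells lacking enzyme; many of its hits are not listed in these tables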
# LYPLA2 inh: blocks human lysophospholipase 2, a PME1 counter-screen | O95372 | actives 0.38% (n = 320,000) | inhibition, % at 5.9 µM | recombinant LYPLA2, FP-Rh probe fluorescence polarization;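 active means inhibition above the screen-wide mean plus 3 SD, limit set per campaign, cut at about 26% in these data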;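 further: 0% = LYPLA2 with DMSO and 100% = wells lacking LYPLA2 enzyme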
# Target sequence (O95372 whole entry, looked up): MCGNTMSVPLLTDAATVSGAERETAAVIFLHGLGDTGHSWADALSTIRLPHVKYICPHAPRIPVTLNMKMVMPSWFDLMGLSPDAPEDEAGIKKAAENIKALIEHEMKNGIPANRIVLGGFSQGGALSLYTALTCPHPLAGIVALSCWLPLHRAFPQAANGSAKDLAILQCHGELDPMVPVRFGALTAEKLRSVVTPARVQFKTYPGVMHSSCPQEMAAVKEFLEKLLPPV
# TPT1 inhibitor: blocks Candida albicans tRNA 2'-phosphotransferase; recombinant caTPT1, FP RNA substrate dephosphorylation; inhibition, % at 5 µM; actives 0.81% (n = 300,000);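 active means inhibition above the mean of all tested compounds plus 3 SD, set per screening campaign, cut at about 24% in these data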;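 further: plate controls were DMSO alone for no effect and ferristatin control at 100 nM for full effect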
# PP5 primary: PP5 (human) phosphatase inhibition; purified PP5c, OMFP substrate fluorescence; inhibition, % at 6.7 µM; actives 0.18% (n = 320,000);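 active means inhibition above the campaign's mean inhibition across all tested compounds plus 3 SD, cut at about 9.5% in these data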;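 further: 0% = DMSO only and 100% = 100 µM cantharidin control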
# Target sequence (P53041 whole entry, looked up): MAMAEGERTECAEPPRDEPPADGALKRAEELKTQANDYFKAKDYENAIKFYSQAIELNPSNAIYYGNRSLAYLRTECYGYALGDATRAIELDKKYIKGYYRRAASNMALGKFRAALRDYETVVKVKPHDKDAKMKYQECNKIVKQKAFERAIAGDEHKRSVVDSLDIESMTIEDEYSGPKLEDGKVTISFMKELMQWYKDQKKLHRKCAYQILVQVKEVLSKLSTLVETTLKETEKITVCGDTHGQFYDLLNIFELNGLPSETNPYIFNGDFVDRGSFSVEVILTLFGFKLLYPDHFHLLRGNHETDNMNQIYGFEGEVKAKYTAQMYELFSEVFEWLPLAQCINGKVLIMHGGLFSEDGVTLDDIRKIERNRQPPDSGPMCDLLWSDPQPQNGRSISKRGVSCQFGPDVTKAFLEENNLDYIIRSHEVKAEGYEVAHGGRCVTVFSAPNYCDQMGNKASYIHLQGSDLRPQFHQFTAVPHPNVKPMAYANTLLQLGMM
# PP1 inh: PP1-alpha (human) inhibition in PP5 counter-screen; P62136; purified PP1alpha, OMFP fluorescence; inhibition, % at 6.7 µM; actives 0.9% (n = 320,000);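 active means inhibition above the mean inhibition of all tested compounds plus 3 SD, computed separately for each screening campaign, cut at about 15% in these data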
# Target sequence (P62136 whole entry, looked up): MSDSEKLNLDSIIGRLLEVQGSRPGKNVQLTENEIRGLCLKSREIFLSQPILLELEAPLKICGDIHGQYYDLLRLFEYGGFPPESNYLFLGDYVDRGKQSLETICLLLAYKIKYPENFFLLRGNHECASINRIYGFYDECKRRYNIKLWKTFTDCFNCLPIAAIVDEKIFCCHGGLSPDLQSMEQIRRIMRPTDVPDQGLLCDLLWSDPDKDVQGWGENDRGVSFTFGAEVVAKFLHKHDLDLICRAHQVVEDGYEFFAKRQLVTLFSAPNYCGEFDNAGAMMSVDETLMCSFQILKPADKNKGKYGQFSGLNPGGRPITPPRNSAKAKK
# Fh CTSL1 inh: counter-screen for PFM18AAP inhibitors: inhibitors of F. hepatica cathepsin L1 | inhibition, % at 5.96 µM | recombinant F. hepatica cathepsin L1, Z-Leu-Arg-MCA fluorescence | actives 0.49% (n = 300,000);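 active means inhibition above the mean of all tested compounds plus 3 SD, set per screening campaign, cut at about 17% in these data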;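 further: 0% = plate median of test compound wells and 100% = 1 µM Z-Phe-Ala-diazomethylketone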
# Efflux pump mplx: inhibitors of Candida antifungal efflux pumps expressed in yeast; actives 0.44% (n = 330,000); S. cerevisiae Candida pump triplex, Nile Red efflux; inhibition, % at 10 µM;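 active means plate passing quality check with inhibition over a set limit, or well fluorescence over plate mean plus 4 SD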;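 further: Nile Red retained in pooled yeast measured as flow cytometry median fluorescence; 0% = buffer negative control and 100% = Enniatin B positive control; higher means more Nile Red kept so more efflux inhibition; some compounds called inactive have numbers as strong as hits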
# * hit, by the source's call; x = no result given; & = joins results of further samples.
# Sample of the layout (three entries):
mol	core dimer inh	GASC-1 inh	PREPL inh	LYPLA2 inh	TPT1 inhibitor	PP5 primary	PP1 inh	Fh CTSL1 inh	Efflux pump mplx
COc1ccc(Nc2nc3cc(C)ccc3cc2C#N)cc1	12	1	10	3	3	1.6	1	-4	0.0
COc1ccc(S(=O)(=O)NNC(=O)Nc2ccc(F)cc2F)c(OC)c1	6	9	2	-3	-1	0.9	-4	3	-2.2
Cc1csc2nc(O)c(C(=O)NCCCN3CCCC3=O)c(=O)n12	3	4	-8	2	-4	0.9	-2	-1	0.0

# The whole of this part, from the first entry:
mol	core dimer inh	GASC-1 inh	PREPL inh	LYPLA2 inh	TPT1 inhibitor	PP5 primary	PP1 inh	Fh CTSL1 inh	Efflux pump mplx
COc1ccc(Nc2nc3cc(C)ccc3cc2C#N)cc1	12	1	10	3	3	1.6	1	-4	0.0
COc1ccc(S(=O)(=O)NNC(=O)Nc2ccc(F)cc2F)c(OC)c1	6	9	2	-3	-1	0.9	-4	3	-2.2
Cc1csc2nc(O)c(C(=O)NCCCN3CCCC3=O)c(=O)n12	3	4	-8	2	-4	0.9	-2	-1	0.0
O=C(CN(c1cccc(C(F)(F)F)c1)S(=O)(=O)c1ccc(Cl)c([N+](=O)[O-])c1)NCc1ccccc1Cl	20	-3	-9	-34	1	6.1	13	0	-0.3
CC(=O)CCc1c(C)c2cccc(C)c2[nH]c1=O	4	3	-4	5	3	-0.2	-2	0	-0.1
Nc1cc(C(=O)O)ccc1N1CCCCC1	4	-8	0	6	-3	0.1	-2	2	-0.1
C(=C\c1ccccc1)/CN1CCN(c2ncnc3c2oc2ccccc23)CC1	3	81	-118	35*	2	2.5	5	1	0.1
C[C@@H]1C[C@H]2[C@@H]3CCC4=CC(=O)C=C[C@]4(C)[C@@]3(F)[C@@H](O)C[C@]2(C)[C@@]1(O)C(=O)COP(=O)(O)O	-2	-1&-9	16	3	0	-1.6	0	3	-0.2
COc1ccc(O)c(C(=O)c2cnc3nc4ccccc4n3c2)c1	-1	-6	11	0	9	2.9	0	-4	-0.2
O=C(Nc1cccc(C(F)(F)F)c1)c1ccco1	2	-5	20	5	-2	3.0	1	0	0.4
CC1CCN(Cc2c(C(=O)N/N=C/c3cccc(Cl)c3)nnn2-c2nonc2N)CC1	3	-2	10	6	-5	0.4	-1	-5	-0.1
COc1ccc(NS(=O)(=O)c2cccc(C(=O)NNC(=O)c3ccc(=O)[nH]c3)c2)cc1	x	2	3	1	x	0.6	-3	x	-0.1
Cc1c(NS(=O)(=O)c2cccc(C(=O)NCc3ccncc3)c2)c(=O)n(-c2ccccc2)n1C	1	5	-14	-3	-4	2.0	-4	-2	0.1
COc1c2c(nc3occc13)C(CCC(C)(C)O)(OC)C(O)CC2 (stereo not given)	-5	-4	13	4	-7	-0.8	-2	-1	0.0
CCn1cc(CN2CCCC(CO)(Cc3cccc(Cl)c3)C2)cn1 (stereo not given)	0	-3	1	4	0	-1.2	2	-9	-0.2
CC(C)(C)c1ccc(C(=O)Nc2ccccc2C(=O)NCCN2CCOCC2)cc1	-4	-7	22	-5	-1	3.1	-3	-2	0.0
Cc1ccc(-c2nn(-c3ccccc3)cc2CNCc2ccccc2)cc1	-4	-3	-40	-7	0	3.8	6	-1	0.2
Cc1nc(C)c(C(=O)Nc2nc3c(C)cccc3s2)o1	54*	12	8	-3	8	-2.3	1	2	-0.1
CC(C)c1ccc(C(CC(=O)O)N2Cc3ccccc3C2=O)cc1 (stereo not given)	7	-6	-4	6	-4	2.8	1	-8	-0.1
CCOC(=O)CP(=O)(c1ccccc1)c1ccccc1	-3	1	5	2	-4	1.0	-4	1	-0.1
Cc1cc(=O)c2cc(C(=O)c3ccccc3)ccc2[nH]1	5	3	3	-9	1	0.9	-3	0	0.0
O=C(CN1C(=O)NC2(CCc3ccccc32)C1=O)c1ccc2c(c1)OCCO2 (stereo not given)	7	-2	-9	-2	1	-0.7	3	2	0.1
CC(C)Oc1cc(O)c2c(=O)c(-c3ccc(O)cc3)coc2c1	-2	7	24	-1	-1	3.9	1	-1	-0.1
CN(C)C(=O)c1cc2cc(Br)ccc2s1	1	4	-2	3	-2	-1.4	-5	2	0.0
COC(=O)CSc1ncccc1-c1nc2ccccc2[nH]1	-1	-22	3	-7	3	0.6	2	0	-0.2
O=C(C[n+]1cc(Br)cc2ccccc21)c1ccc(Cl)cc1	3	-23	35	1	15	-1.4	5	2	0.1
COCCCNC(=S)NNC(=S)Nc1ccc(OC)cc1	-5	19	10	-1	-2	0.3	-1	-2	0.4
O=C(Nc1ccn(Cc2ccc(Cl)cc2)n1)c1ccc2c(c1)OCO2	2	0	1	4	-5	-0.1	-2	-3	-0.1
O=C(Nc1ccccc1)C1=C[C@H](c2coc3ccccc3c2=O)C[C@H](OCc2ccc(CO)cc2)O1	-10	4	-6	-5	1	-0.7	-3	-5	0.0
COc1ccc(C(C(=O)NC2CCCC2)N(Cc2cccnc2)C(=O)c2snc(C(N)=O)c2N)cc1 (stereo not given)	-3	7	-3	6	1	-2.4	1	-2	0.0
CCN(c1ccccc1)S(=O)(=O)c1ccc(NC(=O)C(C)(C)C)cc1	-1	-1	13	7	2	1.4	-2	-10	0.2
O=C(Oc1ccccc1)c1ccc(COC(=O)c2cnccn2)cc1	-9	-3	19	6	-3	3.1	-1	-14	0.1
COc1ccccc1C1CCN(Cc2ccc(Cl)cc2Cl)CC1	-4	-8	7	-7	4	-2.9	-4	-14	2.1
CCOCCCNC(=O)c1ccc(N2CCOCC2)c(NS(=O)(=O)c2ccc(OC)cc2)c1	3	-3	9	7	1	-1.2	-2	0	-0.1
COc1ccc(C(=O)Nn2c(C3CCC3)nc3ccccc3c2=O)c(OC)c1	-3	3	7	-5	-5	1.0	-2	-1	-0.7
COC(=O)CCCC(=O)Nc1ccc(Br)cc1	5	2	-1	-4	-3	-2.5	3	0	0.1
CC(=O)c1ccc(OCC(O)CN2C(C)(C)CC(O)CC2(C)C)cc1 (stereo not given)	12	0	14	8	-2	0.7	-2	0	0.0
Cc1cc(N2C(=O)C3CC=CCC3C2=O)no1 (stereo not given)	-1	6	4	-4	2	-1.9	4	-1	0.2
CCCCC(Sc1nc(N)c(NC(=O)c2ccc(OC)cc2)c(=O)[nH]1)C(=O)O (stereo not given)	-10	0	1	5	0	-0.3	-1	0	-0.2
CCOc1cc(/C=N/NS(=O)(=O)c2ccc(OC)cc2)ccc1OCCN1CCOCC1	-15	2	9	4	1	2.3	2	-4	-0.1

# An excerpt from above in order of their number in TPT1 inhibitor, ascending:
Structure,core dimer inh,GASC-1 inh,PREPL inh,TPT1 inhibitor,PP5 primary,Efflux pump mplx
O=C(Oc1ccccc1)c1ccc(COC(=O)c2cnccn2)cc1,-9,-3,19,-3,3.1,0.1
CCOc1cc(/C=N/NS(=O)(=O)c2ccc(OC)cc2)ccc1OCCN1CCOCC1,-15,2,9,1,2.3,-0.1
Cc1cc(N2C(=O)C3CC=CCC3C2=O)no1 (stereo not given),-1,6,4,2,-1.9,0.2

# Copied from the list:
# core dimer inh, COCCCNC(=S)NNC(=S)Nc1ccc(OC)cc1 = -5
# LYPLA2 inh, CC(C)c1ccc(C(CC(=O)O)N2Cc3ccccc3C2=O)cc1 (stereo not given) = 6
# PP5 primary, CCOc1cc(/C=N/NS(=O)(=O)c2ccc(OC)cc2)ccc1OCCN1CCOCC1 = 2.3
# PP1 inh, O=C(CN(c1cccc(C(F)(F)F)c1)S(=O)(=O)c1ccc(Cl)c([N+](=O)[O-])c1)NCc1ccccc1Cl = 13
# PP1 inh, COc1ccc(C(=O)Nn2c(C3CCC3)nc3ccccc3c2=O)c(OC)c1 = -2
# Efflux pump mplx, O=C(Nc1ccccc1)C1=C[C@H](c2coc3ccccc3c2=O)C[C@H](OCc2ccc(CO)cc2)O1 = 0.0
# PP5 primary, CC(=O)CCc1c(C)c2cccc(C)c2[nH]c1=O = -0.2

# Continued.
mol	core dimer inh	GASC-1 inh	PREPL inh	LYPLA2 inh	TPT1 inhibitor	PP5 primary	PP1 inh	Fh CTSL1 inh	Efflux pump mplx
CCc1nc(C)cc2c1sc1ccccc12	2	-3	-14	2	16	2.5	1	1	0.1
O=C(CNC(=O)c1ccccc1Br)N/N=C/c1ccco1	-1	7	-2	-7	2	0.8	-1	-4	0.0
C#CCOCCOCCOCCNc1nc(N2CCN(C(=O)CCCCCCCCCCNC(=O)Cn3cc(CCCCCN)nn3)CC2)nc(N2CCN(C(=O)CCCCCCCCCCNC(=O)[C@H]([C@@H](C)CC)n3cc(CCCCCN)nn3)CC2)n1	16	x	62*	31*	0	2.6	46*	7	0.1
CC(=O)NNc1cccc(Cl)n1	-7	-4	7	9	-6	3.3	3	4	-0.2
COc1cccc(N2[C@@H](CC(C)=O)c3cc(C(F)(F)F)ccc3S2(=O)=O)c1	-5	2	13	-3	4	3.2	1	-3	0.0
O=C(Cc1ccc(-c2ccccc2)cc1)NCc1cccnc1	-5	0	-6	0	-1	5.7	0	0	0.2
Cc1cc(S(=O)(=O)NCc2ccccc2)ccc1OCC(=O)N1CCCC1	5	0	12	1	-2	-1.0	-9	-2	0.0
Cc1occc1C(=O)NCc1ccco1	2	-2	4	-1	0	-1.9	-2	-3	-0.3
CCCn1c(Sc2nc3c(c(=O)[nH]c(=O)n3C)n2CCC)nc2c1c(=O)[nH]c(=O)n2C	-6	-2	-3	0	-4	-2.8	-1	3	0.0
C[N+](C)(C)CC(O)CC(=O)O (stereo not given)	-9	19	-10	4	-1	0.6	1	-7	-0.3
COc1cc(C(=O)OCC(=O)NC2CCCC2)cc(NC(=O)c2ccco2)c1OC	1	-5	11	11	0	2.4	0	-4	0.2
Cc1cnc(C(=O)OCC(=O)Nc2ccc(OCc3ccccc3)cc2)cn1	x	3	12	2	x	2.2	3	x	-0.1
COC(=O)c1[nH]c2ccccc2c1NC(=O)CNC1CCCCC1	1	1	-2	1	-2	1.2	0	-1	0.1
CCOC(=O)N1CCN(C(=O)CCSc2ccccc2)CC1	3	6	3	4	-4	-2.3	-1	-30	-0.2
CN(C)/C=N/C(=S)Nc1ccc(Cl)cc1	2	7	-4	13	-1	0.3	-1	3	0.0
COc1ccc(C(=O)Nc2cc(C)c3c(=O)oc4ccccc4c3n2)cc1	4	-1	-2	-6	1	-0.4	-1	1	-0.2
O=C(Cc1cccs1)Nc1ccc(F)c(S(=O)(=O)N2CCOCC2)c1	x	x	13	3	x	-0.9	-2	x	0.0
COC(=O)Cc1ccc(NC(=S)NCc2ccc(S(N)(=O)=O)cc2)cc1	2	-6	-7	0	-1	-0.9	0	-2	-0.1
CC(=O)NS(=O)(=O)c1cccnc1Nc1ccc(Cl)cc1	-8	1	10	-4	-2	2.5	0	0	0.1
CCC(C)c1ccccc1NC(=O)c1cc2cccc([N+](=O)[O-])c2[nH]1 (stereo not given)	2	-4	15	-4	-4	5.3	3	2	0.0
C[C@@]12CCC=C[C@H]1[C@H](c1ccoc1)N(Cc1ccccc1)C2=O	-8	1	9	8	-5	0.4	0	1	-0.1
COc1cccc(CNC(=O)COC(=O)C2CC3CCCC(C2)C3=O)c1 (stereo not given)	-2	-18	4	3	0	0.7	-13	-5	0.1

# The list is partial; the hit share may differ from the screen's.
